FLuc inh – Firefly luciferase inhibition profiling of diverse chemical library using quantitative high-throughput screening; purified P. pyralis luciferase, luminescence, biochemical; 76,000 compounds, 2.5% hits; Luciferin 4-monooxygenase (Photinus pyralis), P08659; Potency, µM (highest dose often 115 µM), without a hit: top-dose activity change, negative = inhibition, usual class: inhibitors; AID 1347043, 2019; also: potency is read from the fitted curve at half-maximal effect; nearly all actives have a fitted effect of over 65% in size
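Luminescence read by CCD imaging after purified firefly luciferase (10nM final) was added to substrate buffer holding 10uM D-luciferin and 10uM ATP, pH 7.5, pre-dosed with compound.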
HEK293 tox – Cytotoxic Profiling in HEK 293 Cell Line of Diverse Libraries Using Quantitative High-Throughput Screening | AID 1345083, 2018 | HEK 293 viability, ATP luminescence (CellTiter-Glo), 48-72 h | Potency, µM (doses to about 115 µM), for inactives: top-dose activity change, negative = cytotoxicity, actives largely listed as inhibitors | 94,000 compounds, 6.6% hits; also: potency is read from the fitted curve at half-maximal effect; nearly all actives have a fitted effect of over 60% in size
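CellTiter-Glo luminescence (cellular ATP) was read after 48 or 72 hr of compound exposure at 37 degree Celsius. Cells were HEK 293 plated at 250 cells/well.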
SNCA viab count – GF-AFC viability counterscreen for inhibitors of alpha-synuclein gene (SNCA) expression | HEK-293-SNCA-luc viability, GF-AFC fluorescence, 24 h | Potency, µM (titrated, usually from 57.1 µM), for inactives: at the highest dose activity change, negative = cytotoxicity, usual class: cytotoxic | 150,000 compounds, 0.12% hits | AID 1671193, 2021;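 also: potency is read from the fitted curve at half-maximal effect; 0% = DMSO-treated cells and -100% = medium-only wells without cells; nearly all actives have a fitted effect of over 30% in size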
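HEK-293-SNCA-luc cells (1500/well) plated 24 h, then exposed 24 h to a dilution series; GF-AFC added 30 min at 37C, fluorescence 405/540 nm; normalised to medium-only and DMSO wells, Hill fit.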
NIH3T3 tox – Cytotoxic Profiling in NIH 3T3 Cell Line of Diverse Libraries Using Quantitative High-Throughput Screening | 94,000 compounds, 4.3% hits | NIH 3T3 viability, CellTiter-Glo ATP luminescence, 48-72 h | Potency, µM (titrated, usually from 96.7 µM), without a hit: at the highest dose activity change, negative = cytotoxicity, actives largely listed as inhibitors; also: potency is read from the fitted curve at half-maximal effect; nearly all actives have a fitted effect of over 55% in size
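Luminescent ATP readout (CellTiter-Glo, 10 min RT) after 48 or 72 hr compound exposure of NIH 3T3 cells seeded at 400 cells/well in 1536-well format; quantitative HTS.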
SNCA expr inhib – Primary qHTS assay for inhibitors of alpha-synuclein gene (SNCA) expression; HEK-293 SNCA-luciferase knock-in, luminescence, 24 h; Potency, µM (doses to about 57.2 µM), for inactives: at the top dose activity change, negative = inhibition, usual class: inhibitors; 140,000 compounds, 0.17% hits;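 also: potency is read from the fitted curve at half-maximal effect; plate controls were DMSO cells for no effect and cell-free wells for full effect; nearly all actives have a fitted effect of over 45% in size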
IP6K1 inhibitor – Primary qHTS assay for small molecule inhibitors of Inositol hexaphosphate kinase 1 (IP6K1) | Inositol hexakisphosphate kinase 1 (Homo sapiens), Q92551 | IP6K1 kinase, ADP-Glo luminescence, 2 h; stronger effect = lower value | activity change, % (series mostly up to about 58 µM) | 140,000 compounds, 0.81% hits; in the data active = activity change below about -25%
Target sequence (Q92551 whole entry, looked up): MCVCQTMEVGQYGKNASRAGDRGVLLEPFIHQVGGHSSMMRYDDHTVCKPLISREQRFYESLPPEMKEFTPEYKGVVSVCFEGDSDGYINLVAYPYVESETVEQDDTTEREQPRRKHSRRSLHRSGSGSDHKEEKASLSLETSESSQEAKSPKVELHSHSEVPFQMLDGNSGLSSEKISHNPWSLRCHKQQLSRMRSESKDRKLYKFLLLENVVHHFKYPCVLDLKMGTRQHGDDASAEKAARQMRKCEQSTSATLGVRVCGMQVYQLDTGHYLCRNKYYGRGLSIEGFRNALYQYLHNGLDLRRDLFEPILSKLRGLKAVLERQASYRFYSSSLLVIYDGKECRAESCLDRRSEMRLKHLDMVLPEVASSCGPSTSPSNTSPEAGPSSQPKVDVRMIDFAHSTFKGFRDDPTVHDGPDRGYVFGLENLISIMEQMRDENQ
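ADP-Glo luminescence measures ADP made by human IP6K1 during a 2 h RT reaction with ATP/IP6 (mix at 1.3 mM/130 uM); top library doses 57.5 and 19.1 uM final.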
GPT2 inh – Primary qHTS assay for inhibitors of Glutamate pyruvate transaminase 2 (GPT2). Alanine aminotransferase 2 (Homo sapiens), Q8TD30. Recombinant GPT2, coupled pyruvate oxidase/HRP Amplex Red fluorescence. Potency, µM (top dose mostly 57.7 µM), without a hit: at the highest dose activity change, negative = inhibition, hits mostly inhibitors. 100,000 compounds, 0.25% hits. AID 1671188, 2021; also: potency is read from the fitted curve at half-maximal effect; nearly all actives have a fitted effect of over 60% in size; many of its hits are not listed in these tables
Target sequence (Q8TD30 whole entry, looked up): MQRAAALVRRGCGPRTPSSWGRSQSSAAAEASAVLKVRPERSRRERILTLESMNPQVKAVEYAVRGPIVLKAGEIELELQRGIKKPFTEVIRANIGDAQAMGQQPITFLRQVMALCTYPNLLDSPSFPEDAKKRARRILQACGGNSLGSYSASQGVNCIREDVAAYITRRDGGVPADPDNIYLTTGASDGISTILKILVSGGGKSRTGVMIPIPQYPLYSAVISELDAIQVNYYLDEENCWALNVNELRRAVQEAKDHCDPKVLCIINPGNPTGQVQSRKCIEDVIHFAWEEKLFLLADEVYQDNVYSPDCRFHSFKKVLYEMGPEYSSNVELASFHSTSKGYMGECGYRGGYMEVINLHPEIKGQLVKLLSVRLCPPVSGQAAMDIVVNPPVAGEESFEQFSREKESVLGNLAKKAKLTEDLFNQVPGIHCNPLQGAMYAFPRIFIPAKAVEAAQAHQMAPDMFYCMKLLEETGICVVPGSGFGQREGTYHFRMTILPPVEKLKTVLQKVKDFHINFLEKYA
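GPT2 10ng/uL, a-KG 250uM, L-Ala 2mM, HEPES pH7.5 + 0.0001% Tween; 30 min RT. Then Amplex mix (PO/HRP/ThPP), 30 min RT dark, fluorescence. AOA 50uM used as positive control.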
Active calls of the source: *; i = inactive; u = inconclusive; x = not tested or not shown; [ ] = dose if it differs, or a comment. Unless noted, calls follow the shape of the dose curve; as a rule, active = well fitted curve in the direction sought with a large enough effect; inconclusive = small, poorly fitted or top-dose-only effect, or another doubt; inactive = no such curve, though single readings can be large; an effect the other way counts as inactive or inconclusive. Unless noted, % is scaled to controls: 0 for no effect and ±100 for the full control effect.

SMILES	FLuc inh	HEK293 tox	SNCA viab count	NIH3T3 tox	SNCA expr inhib	IP6K1 inhibitor	GPT2 inh
CCC(Cn1cnc(-c2ccccc2)c1-c1ccc(C#N)cc1)N1CCN(C)CC1 (stereo not drawn)	10%	79µM*	-20%	u	-12%	7	-6%
O=C(c1ccc(-c2cccs2)cc1)N1CCC(N[S+](=O)([O-])c2ccccc2)CC1	x	45µM*	-1%[12.5 µM]	u	-4%	8	i
COc1cc(F)ccc1-c1ccnc2nc(C3CCCO3)nn12 (stereo not drawn)	6%	8%	6%	2%	8%	-8	-1%
O=C(NCCc1ccccc1Cl)c1ccc2c(=O)n(-c3ccccc3)c(=O)[nH]c2c1	x	x	-11%	x	17%	-13	x
CCc1ccc(C(=O)NCc2nnc3cc(-c4nc(C(C)C)no4)ccn23)cc1	0%	3%	-30%	-8%	u	-6	-3%
CC1(C)O[C@H]2[C@@H](O1)[C@@H](C(=O)Nc1ccccc1O)O[C@@H]1OC(C)(C)O[C@@H]12	x	x	9%	x	u	-4	x
CCOc1ccc(CN2CCN(c3ncnc4[nH]ccc34)CC2CCO)cc1 (stereo not drawn)	u	4%	-4%	i	77%[activator]	9	2%
CC(C)NC(=O)N1C[C@@H](Oc2ccccc2)C[C@@H]1C(=O)N1CCOCC1	8%	-3%	7%	-6%	2%	3	i
O=C(CCNS(=O)(=O)c1ccc2c(c1)CCN2C(=O)C1CC1)N1CCN(c2ccc(F)cc2)CC1	x	x	-2%	x	-4%	-1	x
CCc1ccc(-n2c(Cc3ccccc3)nnc2SCc2nc(-c3cccs3)no2)cc1	x	x	16%	x	-3%	-5	x
O=C(c1ccccc1Cl)N1CCC(C(=O)N2CCC(c3nc4ccncc4[nH]3)C2)CC1 (stereo not drawn)	x	-3%	14%	-15%	3%	4	-5%
COc1ccc(C(=O)N2C[C@@H]3CCCN4CCC[C@@H]([C@H]34)[C@H]2CCCC(=O)N2CCOCC2)cc1	u	-2%	-8%	i	22%	-10	i
Cc1ccc(NC(=O)Cn2c(=O)n(Cc3ccc4c(c3)OCO4)c(=O)c3ccccc32)cc1	x	x	-4%	x	8%	-9	x
COc1cccc(CNC(=O)[C@@H]2CCCN2c2nccc(Nc3ccccc3Cl)n2)c1	x	u	-13%[12.5 µM]	u	-16%	-4	i
Cc1ccc(-c2noc(CN(C3CCCCC3)S(=O)(=O)c3ccc(Cl)cc3)n2)cc1	x	x	4%	x	u	-13	x
COc1ccccc1-c1cc(C(=O)NCc2cccc(Cl)c2)nn2cnnc12	x	u	-20%	u	-10%	3	-11%
COc1ccc(-c2cccc(C(=O)N3CCC(NC(=O)c4ccccc4C)CC3)c2)nn1	x	u	x	-26%	x	16	x
COC[C@@H]1CN(Cc2cnn(C)c2C)C[C@H]1C(=O)NC1CC1	0%	2%	10%	-6%	16%	6	1%
COc1ccc(NC(=O)c2ccc3c(SCC(=O)O)c4c(nc3c2)CCC4)c(OC)c1	x	x	-10%	x	0%	2	x
CCOc1ccc(NC(=O)c2cc3n(n2)CC(c2ccc4c(c2)OCO4)OC3)cc1 (stereo not drawn)	u	22µM*	u	u	u	26	i
Cc1ccc(Cc2cnc(NC(=O)c3ccc4c(c3)CC(c3ccccc3)OC4=O)s2)cc1 (stereo not drawn)	x	x	9%	x	3%	-2	x
O=C1[C@@H]2C[C@@H](CN2Cc2ccc(Cl)cc2)Oc2ccccc2N1CC1CC1	2%[172 µM]	89µM*	u	89µM*	u	10	-11%[88.5 µM]
c1ccc(-c2noc(-c3ccn4c(CN5CCc6ccccc6C5)nnc4c3)n2)cc1	0%	-2%	1%	-14%	42%[activator]	9	2%
Cc1ccc(-c2ccc3nnc(CNC(=O)c4ccc[nH]4)n3n2)cc1C	5%	u	-8%	u	33%[activator]	-9	i
CCC(=O)N(C1CCOCC1)C1CCN(S(=O)(=O)c2ccc(Cl)cc2C)CC1	4%	u	-13%	-27%	-14%	0	i

5 compounds drawn at random from the list so far, as already listed:
SMILES	FLuc inh	HEK293 tox	SNCA viab count	NIH3T3 tox	SNCA expr inhib	IP6K1 inhibitor	GPT2 inh
O=C(NCCc1ccccc1Cl)c1ccc2c(=O)n(-c3ccccc3)c(=O)[nH]c2c1	x	x	-11%	x	17%	-13	x
CCOc1ccc(NC(=O)c2cc3n(n2)CC(c2ccc4c(c2)OCO4)OC3)cc1 (stereo not drawn)	u	22µM*	u	u	u	26	i
c1ccc(-c2noc(-c3ccn4c(CN5CCc6ccccc6C5)nnc4c3)n2)cc1	0%	-2%	1%	-14%	42%[activator]	9	2%
CCc1ccc(-n2c(Cc3ccccc3)nnc2SCc2nc(-c3cccs3)no2)cc1	x	x	16%	x	-3%	-5	x
CCc1ccc(C(=O)NCc2nnc3cc(-c4nc(C(C)C)no4)ccn23)cc1	0%	3%	-30%	-8%	u	-6	-3%

Next part:
SMILES	FLuc inh	HEK293 tox	SNCA viab count	NIH3T3 tox	SNCA expr inhib	IP6K1 inhibitor	GPT2 inh
COc1ccc(C(=O)NCc2nnc3ccc(-c4ccc(C)cc4)nn23)c(C)c1	9%	i	-8%	i	-16%	10	2%
COc1ccccc1OCCCN1CC[C@@](C)(O)[C@@H](O)C1	0%	-18%	0%	5%	70%[activator]	19	-32%[11.5 µM]
CCN1C(=O)CCN(C(=O)Nc2ccccc2F)CC12CCOCC2	-3%	i	-10%	i	-3%	-15	-9%
CCn1c2ccccc2c2cc(NC(=O)COc3cc(C)c(Cl)c(C)c3)ccc21	x	x	u	x	34%[activator]	16	x
CCC(C(=O)NCc1cc(OC)ccc1OC)n1nc(C)c2sc3ccccc3c2c1=O (stereo not drawn)	x	x	2%	x	0%	-4	x
O=C(NCc1ccc(F)cc1)C1CCN(C(=O)c2ccc(-c3cncnc3)cc2)CC1	x	-15%	2%	u	27%	-8	3%
CCOc1ccccc1CNC(=O)C1CCN(c2nn3cc(-c4ccc(F)cc4)nc3s2)CC1	x	x	18%	x	93%[activator]	-5	x
COC[C@@H]1CN(C(=O)c2nn(C)c3ccccc23)C[C@H]1c1nc(C)no1	1%	1%	2%	-5%	7%	5	i
COc1ccc(OC)c(NC(=O)CN2C(=O)NC3(CCS(=O)(=O)CC3)C2=O)c1	2%	-3%	-9%	i	u	-5	i
O=C(NCCc1csc2nc(-c3ccccc3F)nn12)c1ccccc1C(F)(F)F	x	x	u	x	-9%	9	x
CC1CCCN1C(=O)c1cc(-c2ccccc2C(F)(F)F)nc2c1cnn2C (stereo not drawn)	x	-32%	x	-33%	x	4	x
Cc1ccc(CNC(=O)c2nc(SCc3cccc(C)c3)ncc2Cl)cc1	x	x	0%	x	28%	38	x
CCCCc1ncc(CN2CCC(Oc3ccc(C(=O)NCCOC)cc3Cl)CC2)[nH]1	13%	-19%	-2%	-27%	-4%	-4	i
COCCN(Cc1ccc(C)c(Br)c1)S(=O)(=O)c1ccc2[nH]c(=O)ccc2c1	x	x	10%	x	7%	-11	x
Cc1ccc(NC(=O)N2CC(n3cc(C(=O)NCc4ccncc4)nn3)C2)cc1C	-19%	1%	-4%	-5%	44%[activator]	3	i
Cc1ccc(C(C)C)c(OCCCn2c(=O)oc3ccc(C)cc32)c1	x	x	-1%	x	-13%	-7	x
O=C(NCc1cccnc1)[C@@H]1C[C@@H](O)CN1C1CCN(C(=O)COc2ccccc2)CC1	0%	-7%	-1%	i	6%	7	4%
COc1ccc(-c2nnc3n2CCN(C(=O)Nc2ccc(Cl)cc2)C3)cc1	1%	-7%	-19%	u	12%	19	3%
CN(CC[C@H]1CN(C(=O)Cc2cccs2)CC[C@H]1CC(=O)O)c1ccccc1	-3%[172 µM]	i	-1%[87.6 µM]	-12%[174 µM]	6%[87.6 µM]	-5	-9%[88.5 µM]
CCS(=O)(=O)N1CCC2(CC1)OC(=O)C(C)=C2C(=O)NCc1cccc(Cl)c1	x	x	6%	x	20%	-6	x
CCCCN1C(=O)[C@@H]2C[C@@H](O)CN2C2(CN(Cc3ccc(OC)cc3)C2)C1=O	4%[172 µM]	i	0%[87.6 µM]	1%[174 µM]	6%[87.6 µM]	8	0%[88.5 µM]
O=C(c1ccncc1)N1CCCC(CCc2ccc(F)cc2)C1 (stereo not drawn)	2%	40µM*	10%	u	-7%	7	-4%
CCc1ccc(CNC(=O)c2sc3ncccc3c2-n2c(C)ccc2C)cc1	x	x	-5%	x	34%[activator]	24	x
COc1ccc(NC2CCCN(C(=O)C(C)(C)c3ccccc3)C2)cc1 (stereo not drawn)	-17%	u	1%	-26%	-12%	6	-8%
CC(=O)Nc1ccc(C(=O)NC2CCN(c3cc(-c4cccs4)[nH]n3)C2)cc1 (stereo not drawn)	-9%	-2%	-1%	-13%	u	5	u

Exported with values under each structure: part of the list above
Values run as follows: FLuc inh | HEK293 tox | SNCA viab count | NIH3T3 tox | SNCA expr inhib | IP6K1 inhibitor | GPT2 inh
> COCCN(Cc1ccc(C)c(Br)c1)S(=O)(=O)c1ccc2[nH]c(=O)ccc2c1
    x | x | 10% | x | 7% | -11 | x
> Cc1ccc(NC(=O)N2CC(n3cc(C(=O)NCc4ccncc4)nn3)C2)cc1C
    -19% | 1% | -4% | -5% | 44%[activator] | 3 | i
> Cc1ccc(C(C)C)c(OCCCn2c(=O)oc3ccc(C)cc32)c1
    x | x | -1% | x | -13% | -7 | x

New compounds follow:
SMILES	FLuc inh	HEK293 tox	SNCA viab count	NIH3T3 tox	SNCA expr inhib	IP6K1 inhibitor	GPT2 inh
O=S(=O)(NCCc1cn2ccsc2n1)c1ccc(Cl)cc1	x	x	-4%	x	-15%	0	x
COc1cccc(NC(=O)N(Cc2c[nH]c3ccccc23)C2CCCCCC2)c1	x	x	-18%	x	12%	-12	x
CCc1cccc(NC(c2ccccc2)c2nnc(-c3ccccc3F)o2)c1 (stereo not drawn)	x	x	-1%	x	33%[activator]	-12	x
COc1cccc(C(=O)NCCNc2nc3cc(C)cc(C)c3cc2C#N)c1	x	x	-34%	x	x	5	i
O=C(CCCc1ccccc1)N[C@@H]1CN(c2ccncn2)C[C@H]1CO	5%	i	-2%	0%	-24%	12	i
Cc1c(-c2ccccc2)n(-c2ccccc2O)c2nc3c(c(=O)n(C)c(=O)n3C)n12	x	x	-5%	x	-2%	16	x
COCC(=O)N[C@H]1C[C@H]2C(=O)Nc3ccc(/C=C/c4ccc(OC)cc4)cc3C(=O)N2C1	u	u	-3%	-14%	28%	-15	2%
CN1CCC(N2CCN(C(=O)CCc3ccnc(N4CCOCC4)c3)CC2)CC1	8%	0%	1%	-6%	8%	8	4%

Screening results: PubChem BioAssay, National Center for Advancing Translational Sciences (NCATS)

Only part of the results is shown (hit frequency here may not be typical).
